From PubChem BioAssay
TSHR antag = blocks TSH signaling through the human TSH receptor | TSHR-expressing cells, TSH-stimulated cAMP HTRF, 2 h; stronger effect = lower value | activity change, negative = inhibition, % at 11.5 µM | AID 504810 | 330,000 tested, 0.2% active | P16473;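 active = activity change below a set negative limit, meaning inhibition stronger than a set level, cut at about -70% in these data; inconclusive = activity change between two set negative limits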; note: % is set by controls: 0 for no effect and ±100 for the full control effect
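TSHR-expressing cells, 200/well, pre-treated with compound, then stimulated with EC80 TSH (4nM final) for 2 hours at 37 deg C. cAMP measured by competitive HTRF: anti-cAMP cryptate antibody in lysis buffer plus cAMP-d2, read after 30 minutes at room temperature.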
Mito fusion yeast = mitochondrial division inhibition or fusion activation; AID 485298; S. cerevisiae fusion-defective mutant growth rescue, CellTiterGlo 48 h; 320,000 tested, 0.23% active; Potency, µM (top dose mostly 46.1 µM), without a hit: at the highest dose growth rescue (activation), usual class: activators;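 note: potency is the fitted concentration of half-maximal effect; % of control where 0% means no effect; nearly all actives have a fitted effect of over 45% in size; temperature-sensitive fusion mutants such as fzo1-1 at 37 °C on non-fermentable ethanol glycerol medium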
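Growth-rescue viability read-out: after 48 h at the non-permissive 37C in glycerol/ethanol YPEG, yeast mitochondrial fusion mutants are measured by CellTiterGlo luminescence; compounds (23 nl pinned per well) restoring growth score as division inhibitors or fusion activators.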
BCR signal inh = blocks chronic active B-cell receptor signaling. ABC-DLBCL IkBa-CBG/CBR reporter, luminescence ratio, 4 h. Potency, µM (top dose mostly 46.1 µM), for inactives: at the top dose ratio change, negative = lower green/red ratio, usual class: inhibitors. 340,000 tested, 0.05% active. AID 493014; active = well fitted inhibition curve with a large enough effect in the signal ratio, with a control signal flat, not every such curve was filed as active; inconclusive = small, poorly fitted or top-dose-only effect, or effect the other way, or a change in a side signal; the % refers to the signal ratio;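 note: potency is the fitted concentration of half-maximal effect; plate controls were basal doxycycline-induced cells for no effect and cells given 10 µM MG132 for full effect; MG132 reads +100%, hits lower the ratio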
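Cell line TMD8 (human ABC DLBCL), stably expressing tet-inducible CBG68-IkBa fusion and CBR; IMDM/0.5% FBS; cpd up to 46 uM; dox induction, 4 h, 37C/5% CO2; dual luminescence; green/red ratio; MG132 control.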
A-T KAP1 phos = candidate therapy for ataxia-telangiectasia | […] A-T fibroblasts, KAP-1 phosphorylation AlphaLISA; neocarzinostatin DNA damage 30 min before lysis | Potency, µM (titrated, usually from 57.5 µM), for inactives: top-dose activation, actives largely listed as activators | 320,000 tested, 0.19% active | AID 485349; note: potency is the fitted concentration of half-maximal effect; % of control where 0% means no effect; nearly all actives have a fitted effect of over 45% in size
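hTERT-immortalized A-T patient fibroblasts ([…]), 500 cells/well in OPTI-MEM, 1% FBS, got compounds for 60 min, then NCS for 30 min at 37C. Lysates were then assayed for phospho-KAP-1 by AlphaLISA (anti-pKAP1 donor, anti-KAP1 acceptor beads), 6 hr at 25C.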
ASM inhibitor = inhibitors of human secretory acid sphingomyelinase; P17405; placental ASM, HMU-PC fluorogenic substrate, 60 min; Potency, µM (series often up to 57.5 µM), inactives show at the top dose activity change, negative = inhibition, hits mostly inhibitors; 340,000 tested, 0.006% active; note: potency is the fitted concentration of half-maximal effect
Target sequence (P17405 47-631 limits assumed): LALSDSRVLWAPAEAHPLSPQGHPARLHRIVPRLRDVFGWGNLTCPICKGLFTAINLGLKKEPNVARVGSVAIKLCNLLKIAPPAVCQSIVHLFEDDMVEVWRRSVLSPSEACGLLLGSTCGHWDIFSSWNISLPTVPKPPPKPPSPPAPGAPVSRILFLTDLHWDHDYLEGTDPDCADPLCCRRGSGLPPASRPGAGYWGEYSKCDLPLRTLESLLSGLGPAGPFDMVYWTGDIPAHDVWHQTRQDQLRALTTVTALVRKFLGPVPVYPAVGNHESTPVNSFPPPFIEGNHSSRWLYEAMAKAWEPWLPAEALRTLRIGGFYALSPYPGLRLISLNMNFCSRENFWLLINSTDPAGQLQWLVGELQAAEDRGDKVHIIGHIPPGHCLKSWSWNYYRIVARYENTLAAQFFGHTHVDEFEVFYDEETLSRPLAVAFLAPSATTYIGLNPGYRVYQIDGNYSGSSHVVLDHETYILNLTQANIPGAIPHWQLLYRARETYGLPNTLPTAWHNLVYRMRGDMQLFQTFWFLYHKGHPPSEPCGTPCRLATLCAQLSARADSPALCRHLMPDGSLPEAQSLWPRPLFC
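HMU-PC0 cleavage (9 uM final) by human placental ASM, 60 min at 37 °C following 10 min compound exposure at RT; stopped at pH 10, fluorescence Ex 386/Em 447 nm.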
TCR act = activators of T cell receptors; Potency, µM (doses to about 9.22 µM), without a hit: at the highest dose activation of IL-2 secretion, most hits filed as activators; primary human leukocytes, anti-CD3, IL-2 HTRF, 48 h; 330,000 tested, under 10 active; note: % of control where 0% means no effect
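TCR engagement came from a-CD3 beads alone, with compounds added to primary human leukocytes for 48 hr. Secreted IL-2 bridged europium cryptate- and d2-labelled anti-IL-2 antibodies, giving FRET emission at 665nm after 320nm excitation.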
Tb PFK inh = inhibitors of T. brucei phosphofructokinase; O15648; T. brucei PFK, ADP-Glo luminescence; Potency, µM (highest dose often 57.5 µM), without a hit: at the top dose activity, negative = inhibition, usual class: inhibitors; 330,000 tested, 0.17% active; AID 485367;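 note: potency is the fitted concentration of half-maximal effect; 0% = uninhibited 1x PFK enzyme wells and -100% = no-enzyme wells; nearly all actives have a fitted effect of over 60% in size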
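Luminescent ADP detection (ADP-Glo, two-step: ATP depletion then ADP-to-ATP conversion for luciferase) reported PFK activity after 45 min room-temperature reaction of 1.25 nM enzyme with 0.5 mM F6P and 0.1 mM ATP at pH 8.0.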
TSG101-PTAP inh = blocks PTAP/TSG101 interaction to inhibit HIV-1 budding | Fluorescence polarization, FITC-PTAP peptide / Tsg101 binding | 340,000 tested, under 10 active | Q99816 | AID 493005 | Potency, µM (highest dose often 115 µM), for inactives: top-dose activity change, negative = inhibition, actives largely listed as inhibitors; active = well fitted inhibition curve with a large enough effect in the main read-out, with a control signal flat, not every such curve was filed as active; inconclusive = small, poorly fitted or top-dose-only effect, or effect the other way, or a change in a side signal; inactive = no such curve, though single readings can be large or run the other way; note: potency is the fitted concentration of half-maximal effect; % of control where 0% means no effect
Target sequence (Q99816 whole entry, looked up): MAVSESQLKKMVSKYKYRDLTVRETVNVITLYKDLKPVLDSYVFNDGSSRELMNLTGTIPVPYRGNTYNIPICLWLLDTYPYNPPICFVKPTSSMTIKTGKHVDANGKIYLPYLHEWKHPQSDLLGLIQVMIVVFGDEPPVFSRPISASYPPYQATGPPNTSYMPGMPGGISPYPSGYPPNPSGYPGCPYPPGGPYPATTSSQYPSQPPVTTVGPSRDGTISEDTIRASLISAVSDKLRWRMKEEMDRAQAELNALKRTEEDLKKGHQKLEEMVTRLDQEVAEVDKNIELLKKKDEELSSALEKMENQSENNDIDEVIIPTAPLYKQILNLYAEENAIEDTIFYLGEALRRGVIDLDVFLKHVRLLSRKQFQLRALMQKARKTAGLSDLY
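Fluorescence anisotropy tracks displacement of a FITC-tagged PTAP peptide (50 nM) from the Tsg101 binding domain (10 uM), following a 20 min room-temperature incubation at pH 7.5.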
a7 integrin act = activates integrin-mediated alleviation for muscular dystrophy; alpha7betagal myoblasts, beta-gal FDG fluorescence, 48 h; Potency, µM (titrated, usually from 38.3 µM), for inactives: at the top dose activation, actives largely listed as activators; 350,000 tested, 0.064% active;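 note: potency is the fitted concentration of half-maximal effect; 100% = response of the positive control SU9516; nearly all actives have a fitted effect of over 60% in size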
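Alpha7betagal+/- myoblasts (passage 13) were plated 16-24 hr, then exposed to compounds (1:260 dilution of DMSO stock) for 48 hours at 37C. After MPER lysis, β-galactosidase reporter activity was read as FDG fluorescence (ex 480/em 540) after 30 minutes.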
ELG1 DNA repair = blocks ELG1-dependent DNA repair in HEK293T cells; Potency, µM (highest dose often 46.1 µM), inactives show top-dose activity change, negative = inhibition, hits mostly inhibitors; HEK293T ELG1-luciferase reporter, luminescence, 16 h; DNA damage induced by 5-fluorouridine; 330,000 tested, 2.3% active; note: potency is the fitted concentration of half-maximal effect; % is set by controls: 0 for no effect and ±100 for the full control effect; nearly all actives have a fitted effect of over 55% in size
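DMSO vehicle served as the neutral condition. Each well held 2,000 cells given 5-fluorouridine plus compound; after 16 hr at 37 °C/5% CO2, ONE-Glo was added and luciferase measured 30 min later.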
Eya2 inh = inhibitors of human Eya2 phosphatase activity; O00167; AID 488837; Potency, µM (doses to about 76.9 µM), for inactives: at the highest dose activity, negative = inhibition, hits mostly inhibitors; recombinant Eya2, OMFP fluorescence dephosphorylation (OMFP is methylfluorescein phosphate); 330,000 tested, 0.006% active; note: potency is the fitted concentration of half-maximal effect; % is set by controls: 0 for no effect and ±100 for the full control effect
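Eya2 protein (added as 0.2 uM solution) was preincubated with compound for 10 min at ambient temperature in 50 mM HEPES pH 7.5, 50 mM NaCl, 5 uM MgCl2, 0.05% BSA, 1 mM DTT. OMFP (added at 50 uM) then reacted 10 min; fluorescence read at 485/525 nm.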
An asterisk follows results filed as active; i = inactive; ? = inconclusive; . = not tested or not shown; [ ] = dose if it differs, or a comment. Unless noted, calls come from the whole dose curve; as a rule, active = well fitted curve in the direction sought with a large enough effect; inconclusive = small, poorly fitted or top-dose-only effect, or another doubt; inactive = no such curve, though single readings can be large; an effect the other way counts as inactive or inconclusive.

Keys: A = TSHR antag; B = Mito fusion yeast; C = BCR signal inh; D = A-T KAP1 phos; E = ASM inhibitor; F = TCR act; G = Tb PFK inh; H = TSG101-PTAP inh; I = a7 integrin act; J = ELG1 DNA repair; K = Eya2 inh
(1) CCOC(=O)c1c(NC(=O)C[n+]2ccc(N(C)C)cc2)sc(C)c1C
  A: 5 | B: 0% | C: 5% | D: 7% | E: 1% | F: -3% | G: 1% | H: -2% | I: -8% | J: 4.1µM* | K: -1%
(2) CCC1CCCCN1CCCNC(=O)Cn1c(=O)c2cccn2c2ccccc21 (stereo not given)
  A: 1 | B: 2% | C: -5% | D: 6% | E: 1% | F: -4% | G: -3% | H: -1% | I: ? | J: -6% | K: -4%
(3) CCOC(=O)N1CCN(C2=CC(=O)OC23CCCCC3)CC1
  A: . | B: 0% | C: 1% | D: -4% | E: 1% | F: 7% | G: -8% | H: -8% | I: 10% | J: 1% | K: -20%
(4) CN(C)S(=O)(=O)N(CC(=O)NCCSCc1ccc(Cl)cc1)c1ccccc1
  A: -8 | B: 5% | C: 9% | D: 2% | E: -2% | F: . | G: 4% | H: -5% | I: 0% | J: -11% | K: -16%
(5) COc1ccc(NC(=O)CSCC(=O)N2CCN(c3cccc(C(F)(F)F)c3)CC2)cc1
  A: -19 | B: 18% | C: -9% | D: 1% | E: -4% | F: -6% | G: -18% | H: -2% | I: -15% | J: -12% | K: 3%
(6) Cc1c(Cl)cccc1NC(=O)CCCn1nc([N+](=O)[O-])cc1C
  A: -7 | B: -1% | C: -2% | D: 2% | E: 1% | F: 1% | G: -1% | H: -1% | I: -3% | J: -9% | K: 9%
(7) Cc1ccc(S(=O)(=O)N2CCC(=O)N(CCOC(=O)Nc3ccc(C)c(C)c3)CC2)cc1
  A: 24 | B: 3% | C: -6% | D: 26% | E: -5% | F: 6% | G: -3% | H: 2% | I: -5% | J: ? | K: -15%
(8) C#CCOCCOCCOCCNc1nc(N2CCN(C(=O)[C@H](CCCCN)n3cc([C@@H](N)C(C)CC)nn3)CC2)nc(N2CCN(C(=O)[C@H](Cc3cc4ccccc4[nH]3)n3cc([C@@H](N)C(C)CC)nn3)CC2)n1 (stereo not given in full)
  A: 18 | B: . | C: -1% | D: -22% | E: 15% | F: -4% | G: -9% | H: -2% | I: 17% | J: ? | K: 8%
(9) O=C(O)COc1ccccc1-c1ccccc1
  A: 0 | B: 4% | C: ? | D: -2% | E: 8% | F: -3% | G: 11% | H: 0% | I: 21% | J: 8% | K: 1%
(10) CSc1cccc(NC(=O)/C=C/c2ccccc2)c1
  A: -21 | B: 0% | C: ? | D: -3% | E: -7% | F: 2% | G: -4% | H: -11% | I: 9% | J: ? | K: -20%
(11) COC(=O)c1cc(N2CCNCC2)nc2ccccc12
  A: 3 | B: -4% | C: -12% | D: 2% | E: 136%[activator] | F: -2% | G: -4% | H: -3% | I: -43% | J: ? | K: 9%
(12) CN1CCN(c2ccccc2NC(=O)c2c(F)cccc2F)CC1
  A: 8 | B: 12% | C: 0% | D: 0% | E: 3% | F: -6% | G: 2% | H: 1% | I: 6% | J: 4% | K: 0%
(13) CCOc1ccc(-n2c(Cc3ccccc3)nnc2SCc2c(C)noc2C)cc1
  A: 3 | B: -2% | C: -10% | D: -1% | E: -1% | F: -3% | G: -4% | H: -4% | I: 3% | J: -14% | K: -1%
(14) C=CCOc1c(CNC2CCCC2)cc(Cl)cc1OC
  A: 2 | B: -6% | C: 3% | D: -2% | E: 0% | F: -6% | G: 1% | H: 1% | I: -6% | J: -1% | K: -4%
(15) CCCCCCCCCCC[N+](C)(C)CC/C=C1/c2ccccc2Sc2ccc(Cl)cc21
  A: -12 | B: -33%[inhibitor] | C: ? | D: 9% | E: ? | F: 10% | G: 14% | H: -4% | I: -25% | J: -16% | K: -17%
(16) O=C(O)c1cc(S(=O)(=O)O)cc(Nc2c3ccccc3nc3ccccc23)c1O
  A: 3 | B: ? | C: 8% | D: 3% | E: i | F: -2% | G: ? | H: -5% | I: 16% | J: ? | K: -5%

Some of these compounds in order of heavy-atom count, lowest first.
Keys: A = TSHR antag; B = Mito fusion yeast; C = BCR signal inh; D = A-T KAP1 phos; E = ASM inhibitor; F = TCR act; G = Tb PFK inh; H = TSG101-PTAP inh; I = a7 integrin act; J = ELG1 DNA repair; K = Eya2 inh
(9) O=C(O)COc1ccccc1-c1ccccc1
  A: 0 | B: 4% | C: ? | D: -2% | E: 8% | F: -3% | G: 11% | H: 0% | I: 21% | J: 8% | K: 1%
(1) CCOC(=O)c1c(NC(=O)C[n+]2ccc(N(C)C)cc2)sc(C)c1C
  A: 5 | B: 0% | C: 5% | D: 7% | E: 1% | F: -3% | G: 1% | H: -2% | I: -8% | J: 4.1µM* | K: -1%
(7) Cc1ccc(S(=O)(=O)N2CCC(=O)N(CCOC(=O)Nc3ccc(C)c(C)c3)CC2)cc1
  A: 24 | B: 3% | C: -6% | D: 26% | E: -5% | F: 6% | G: -3% | H: 2% | I: -5% | J: ? | K: -15%

Five of the entries above in order of their number in BCR signal inh, ascending.
| entry | compound | TSHR antag | BCR signal inh | ASM inhibitor | TCR act | Tb PFK inh | TSG101-PTAP inh | a7 integrin act | Eya2 inh |
| --- | --- | --- | --- | --- | --- | --- | --- | --- | --- |
| 5 | COc1ccc(NC(=O)CSCC(=O)N2CCN(c3cccc(C(F)(F)F)c3)CC2)cc1 | -19 | -9% | -4% | -6% | -18% | -2% | -15% | 3% |
| 7 | Cc1ccc(S(=O)(=O)N2CCC(=O)N(CCOC(=O)Nc3ccc(C)c(C)c3)CC2)cc1 | 24 | -6% | -5% | 6% | -3% | 2% | -5% | -15% |
| 12 | CN1CCN(c2ccccc2NC(=O)c2c(F)cccc2F)CC1 | 8 | 0% | 3% | -6% | 2% | 1% | 6% | 0% |
| 1 | CCOC(=O)c1c(NC(=O)C[n+]2ccc(N(C)C)cc2)sc(C)c1C | 5 | 5% | 1% | -3% | 1% | -2% | -8% | -1% |
| 16 | O=C(O)c1cc(S(=O)(=O)O)cc(Nc2c3ccccc3nc3ccccc23)c1O | 3 | 8% | i | -2% | ? | -5% | 16% | -5% |
